Screening results as filed in PubChem BioAssay.
human PMI inhibition: inhibitors of human PMI, primary screen, biochemical, fluorescence intensity, coupled assay (AID 1209); Mannose-6-phosphate isomerase (Homo sapiens); purified PMI enzyme, coupled fluorescence intensity; higher % means a stronger effect; inhibition, % at 20 µM; hits with a dose series show IC50 in µM; 190,000 tested, 0.42% active; in the data active means inhibition above about 50%;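 further: plate controls were DMSO vehicle for no effect and wells lacking substrate for full effect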
Insulin prom up: insulin promoter activators in MIN6 cells, imaging, high-content screening, mouse beta cells. MIN6 insulin promoter-GFP reporter; stronger effect = higher value. z-score at 5 µM. 190,000 tested, 0.3% active. AID 1625, 2009;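 active means z-score above 3 at 5 µM with at least 500 cells counted in the well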
b-catenin transl: modulators of beta-catenin nuclear translocation, primary screen, imaging, HeLa cells, immunofluorescence, high-content. nuclear translocation activity, % at 5 µM. 190,000 tested, 0.3% active;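 active means nuclear translocation activity above 50% at 5 µM, with a well cell count of 50 or more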;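 further: per-cell ratio of nuclear to cytoplasmic median beta-catenin stain intensity; plate controls were DMSO negative control for no effect and GSK-3 inhibitor IX positive control for full effect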
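Assay system: human HeLa cells, native beta-catenin; doses: 5 µM primary, 0.02–20 µM confirmation; incubation: compound treatment 24 h, 37°C, 5% CO2; technique: fluorescence imaging of beta-catenin antibody stain plus DAPI; measure: % activation, nuclear-to-cytoplasmic median beta-catenin signal ratio per cell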
TNAP activators: human TNAP enzyme activators, primary screen, biochemical, luminescent, no phosphate acceptor, uHTS (AID 1001); Alkaline phosphatase, tissue-nonspecific isozyme (Homo sapiens); purified TNAP, luminescent activation assay, no phosphate acceptor; higher activation fold means a stronger effect; activation fold at 20 µM; hits with a dose series show EC50 in µM; 200,000 tested, 0.03% active; in the data active means activation fold from about 3, or a potency from the dose series; inactive means the rest, 99 in 100 with activation fold below about 1.6; further: many of its hits are not listed in these tables
T cell HTS: modulators of CD8 T cell-vesicle binding, primary screen, mouse 2C CD8+ T cells, flow cytometry | 330,000 tested, 0.068% active | 2C CD8+ T cell-vesicle binding; stronger effect = lower value | AID 2052, 2009 | calls only at 7 µM;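 active means response, share of CD8 T cells binding vesicles, and their 90th percentile fluorescence all below set limits, cut at about 80% in these data, passing the limit was not always enough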
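System: murine 2C transgenic CD8+ T lymphocytes; also added: QL9-loaded Drosophila micro-vesicles; times: binding 1.5 h at 37 °C; measured by: flow cytometry, PE anti-B7-1 (FL2) versus Alexa647 anti-CD8 (FL8), PFA-fixed; control set: Peptide-free naked vesicles (low) and QL9 vesicles with 0.7% DMSO vehicle (high)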
Hep lipid drop: inhibitors of hepatocyte lipid droplet formation, primary screen, imaging, high-throughput imaging, BODIPY stain. AML12 mouse hepatocytes, oleate lipid droplets. inhibition, % at 6.5 µM. 240,000 tested, 0.4% active. AID 1656, 2009;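 active means lipid droplet intensity inhibited by at least 50%, with more than 500 cells counted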
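Material – AML12 mouse liver cells · Also added – oleate loading, 100 µM · Compound dosing – 6.5 µM single-point dosing · Times – overnight treatment with compound plus oleate · Measured by – fluorescence imaging, 20x objective, two fields per well · Read-out – percent inhibition of filter-corrected integrated lipid droplet intensity per well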
MT stabilize HCS: microtubule stabilizers in HeLa cells, primary screen, imaging, high-content imaging; HeLa tubulin immunostaining HCS, 24 h; share of cells brighter than vehicle mean+2SD; % tubulin-high responders, % at 10 µM; 200,000 tested, 0.83% active;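 active means plate Z-score above 3 for both tubulin-high and condensed-nucleus cell shares, with cell loss under 80%, at 10 µM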;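 further: anti alpha tubulin signal scored within the nucleus-defined area of each cell; some results filed as inactive read as strong as hits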
Dynein transport: inhibitors of GR-EGFP nuclear translocation, primary screen, dynein cargo transport inhibitor project, imaging, high-content, 3617.4 mouse cells | 220,000 tested, 0.47% active | test concentration mostly 20 µM; stimulated with dexamethasone, 1 µM; stronger effect = lower value | z-score, hits read low | AID 1381, 2008;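 active means plate z-score of nuclear minus cytoplasmic receptor signal below a set negative limit, without overly bright fluorescence or cell loss, cut at about -3.5 in these data, passing the limit was not always enough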;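 further: z-score of nuclear minus cytoplasmic ring GR-EGFP intensity difference per well; some compounds called inactive have numbers as strong as hits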
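Medium: Induction medium lacking tetracycline, stripped serum | Probe or stimulus: 1.0 µM final dexamethasone stimulus | Schedule: 48 h induction, then 1 h compound, then 30 min agonist, 37 °C | Signal: Automated 10x imaging of fixed Hoechst-stained cells | Evaluation: Per-cell GR-EGFP intensity, nucleus versus surrounding cytoplasmic ring, well-averaged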
Myeloid diff MLP: induction of myeloid progenitor differentiation, primary screen, cell-based, flow cytometry, MLPCN library. calls only at 10 µM. 360,000 tested, 1% active. AID 624256, 2012. ER-HoxA9 myeloid progenitors, lysozyme-GFP differentiation;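 active means normalized GFP-positive differentiation at or above the plate's own cutoff, the solvent-only control mean plus 3 SD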;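 further: cells exposed to compound for four days before flow analysis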
Dynein transport cytoplasmic EGFP: second read-out of Dynein transport, no call of its own (marks repeat the call); z-score; measured here: cytoplasmic GR-EGFP intensity; stronger effect = higher value
Dynein transport nuclear GR-EGFP: further read-out of Dynein transport, marked with its call; z-score; measured here: nuclear GR-EGFP intensity;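 lower value marks the stronger effect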
Dynein transport cell count: also measured in Dynein transport; calls as there; z-score; measured here: cell count per field
Insulin prom up cell count: further read-out of Insulin prom up, marked with its call; cell count; measured here: cytotoxicity, nuclei count;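 total cells summed across four imaged fields per well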
Hep lipid drop cells 6.5 µM: also measured in Hep lipid drop; calls as there; cell count; measured here: cell count, cytotoxicity flag;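 cells counted across two imaged fields per well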
b-catenin transl cell count 5 µM: recorded beside b-catenin transl, whose call it bears; cell count; measured here: cell count, cytotoxicity flag
T cell HTS vesicle-bound %: further read-out of T cell HTS, marked with its call; double positive events, %; measured here: CD8+ vesicle-bound cell fraction;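 binding gate set so that unloaded-vesicle control wells show 10% double positive cells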
MT stabilize HCS Hoechst-high %: second read-out of MT stabilize HCS, no call of its own (marks repeat the call); % Hoechst-high responders; measured here: nuclear condensation Hoechst responders;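 share of cells brighter than vehicle mean plus two SD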
MT stabilize HCS cytotoxicity %: recorded beside MT stabilize HCS, whose call it bears; toxicity, %; measured here: cytotoxicity by cell density;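 0% = mean cell density of plate MIN control wells and 100% = no cells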
Myeloid diff MLP GFP+ MAC1+ %: second read-out of Myeloid diff MLP, no call of its own (marks repeat the call); GFP+ MAC1+ double positive, %; measured here: differentiation confirmed by MAC1 staining
An asterisk follows results filed as active; i = inactive; x = no result given; + = active, no number.

SMILES	human PMI inhibition	Insulin prom up	Insulin prom up cell count	b-catenin transl	b-catenin transl cell count 5 µM	TNAP activators	T cell HTS	T cell HTS vesicle-bound %	Hep lipid drop	Hep lipid drop cells 6.5 µM	MT stabilize HCS	MT stabilize HCS Hoechst-high %	MT stabilize HCS cytotoxicity %	Dynein transport	Dynein transport cytoplasmic EGFP	Dynein transport nuclear GR-EGFP	Dynein transport cell count	Myeloid diff MLP	Myeloid diff MLP GFP+ MAC1+ %
Cc1ccc2cc(S(=O)(=O)NCCCN3CCOCC3)ccc2c1	8%	-0.37	1422	-0.7	1064	1.1	i	57	-15	655	2.0	1.1	5.1	0.52	-0.25	0.68	-0.51	i	0.1
COC(=O)c1cn(NC(=O)COc2ccc(Cl)cc2)c(=O)c2ccccc12	-4%	-0.02	1102	-1.9	1102	1.1	i	56	0	730	1.9	1.5	4.4	-0.72	-0.092	-0.5	-0.94	i	0.9
O=C(NCCCO)c1nc2ccccc2s1	10%	-0.84	1177	-1.1	1044	1.1	i	22	10	661	2.7	2.0	3.9	-0.45	-0.25	-0.83	0.96	i	1.6
Cc1noc(C)c1COC(=O)c1cccc(S(=O)(=O)N2c3ccccc3CC2C)c1 (stereo not drawn)	9%	-2.9	1027	-1.5	981	1.1	i	57	x	x	6.9	1.6	3.4	2	-0.052	1.4	-2.4	i	0.4
COc1ccc(NC(=O)c2ccc(-n3cccn3)nc2)cc1	-8%	x	x	x	x	0.9	i	34	x	x	1.1	1.8	7.9	0.0094	-0.2	-0.28	0.19	i	0.4
CN(CC(=O)Nc1sccc1C#N)C1CCCCC1	2%	0.21	1282	-1.2	482	1	i	33	16	720	2.3	1.5	6.9	-0.64	-0.21	-0.44	0.26	i	0.7
Nc1nc(CN2CCN(C(=O)c3ccco3)CC2)nc(Nc2cccc(Cl)c2)n1	4%	-0.92	1248	0.8	1543	1	i	32	9	761	1.1	1.1	2.8	-1.5	-0.36	-0.83	1.5	i	0.2
O=C1CCCC2=C1Sc1ccc(Cl)cc1N2	x	0.29	1102	0.0	1354	x	i	25	1	737	x	x	x	-0.46	-0.2	0.42	-0.51	i	0.5
COc1ccc(NC2=C(C(C)=O)C(c3ccc(N(C)C)cc3)C(C(C)=O)C(C)(O)C2)cc1 (stereo not drawn)	14%	0.32	1009	-0.3	1069	1.1	i	30	-2	692	3.7	1.9	9.6	0.77	-0.34	-0.011	0.57	i	0.2
Cc1cc(C)n2[nH]c(=O)c(N=Nc3cccc(Cl)c3)c2n1	25%	0	1182	-5.0	1275	0.9	i	53	17	803	2.4	1.2	5.1	0.25	-0.16	0.56	1	i	0.8
CCOc1cc(/C=N/NC(=O)CN2CCCCC2)ccc1OCc1ccccc1	-8%	-0.08	1542	1.2	1348	0.9	i	45	x	x	2.7	1.3	5.2	-0.36	-0.038	-0.38	1.2	i	0.6
CCCCSc1nnc(-c2cc(Br)ccc2N)c(=O)[nH]1	-6%	0	1692	-0.3	1103	1	i	25	-16	709	2.5	2.3	4.3	-0.048	-0.2	-0.056	1.3	i	0.8
O=C(NC(=S)N1CCc2ccccc21)c1ccccc1	2%	-0.03	1503	0.6	1116	0.9	i	48	32	688	8.3	1.6	1.7	2.3	0.11	1.6	-1.7	i	0.0
COc1ccc(-c2cc(C(=O)N/N=C/c3sccc3C)c3ccccc3n2)c(OC)c1	-14%	x	x	x	x	1	i	38	-31	758	2.3	1.2	9.2	0.99	-0.29	0.69	-0.59	i	0.8
O=C(NCC(c1ccco1)N1CCCC1)c1ccccc1F (stereo not drawn)	-11%	-0.15	881	0.4	1229	1.1	i	46	-1	747	2.4	2.4	5.0	-0.77	0.23	-0.16	0.16	i	1.6
CCCCc1nc(SCCOC)c2c(=O)n(C)c(=O)n(C)c2n1	2%	-0.91	1502	-1.8	1045	1	i	52	-14	634	2.9	1.7	11	0.68	-0.37	0.11	0.4	i	0.4
CCC/C=C(\CCC)C(NC(=O)Cc1ccccc1)c1ccc(C(=O)OC)cc1 (stereo not drawn)	9%	0	1317	x	x	1.1	i	19	-23	662	4.4	3.1	10.0	0.45	-0.014	0.55	0.45	i	1.2
O=C(Cc1cccs1)NCCSc1c(-c2ccc(Cl)cc2)[nH]c2ccccc12	2%	-1.7	911	-5.6	621	1.3	i	38	41	746	3.9	2.9	7.6	0.36	-0.037	1.2	-0.7	i	3.4
CC(NC(=O)c1csc2ccccc12)C1CCCO1 (stereo not drawn)	2%	0.67	1168	1.5	948	1	i	55	1	646	3.3	1.7	1.3	0.032	-0.16	0.0088	0.61	i	1.2
Cc1c(N)cccc1-c1nc2ccccc2[nH]1	-9%	x	x	-0.2	939	1.1	i	38	1	750	2.3	1.9	1.7	-0.11	-0.25	0.026	-0.33	i	1.9
Cc1ccc(C)c(Cn2c(CN(C)Cc3ccccc3)nc3c2c(=O)n(C)c(=O)n3C)c1	4%	0.38	927	x	x	1.2	i	3	x	x	1.8	3.2	12	-0.31	-0.33	-0.0057	0.79	i	6.2
OC(CN1CCN(c2ccccc2)CC1)c1c[nH]c2ccccc12 (stereo not drawn)	0%	0.19	1058	0.4	1210	1	i	33	x	x	2.3	1.5	7.1	-1.3	0.53	-0.57	1.9	i	1.0
CCOC(=O)/C=C/C(=O)Nc1ccccc1C(=O)NC1CCCCC1	-8%	0.38	1408	-3.4	552	1	i	41	8	623	2.7	1.4	7.8	0.14	0.57	-0.24	0.051	i	0.5
CC1CC(C)CN(S(=O)(=O)c2cccc(C(=O)N3C(=O)c4cccc(N)c4C3=O)c2)C1 (stereo not drawn)	15%	0.45	826	-3.7	1186	1.1	i	48	19	798	3.4	2.2	9.2	-0.2	-0.21	-0.098	0.14	i	0.6
O=C(O)c1cccc(NC2=C(Cl)C(=O)c3ccccc3C2=O)c1	-14%	0.39	1461	-0.4	1068	0.9	x	x	0	707	3.3	1.8	11	-0.5	0.44	-0.084	-1.2	+	4.0*

The list goes on, overlapping the part above by 3 compounds.
SMILES	human PMI inhibition	Insulin prom up	Insulin prom up cell count	b-catenin transl	b-catenin transl cell count 5 µM	TNAP activators	T cell HTS	T cell HTS vesicle-bound %	Hep lipid drop	Hep lipid drop cells 6.5 µM	MT stabilize HCS	MT stabilize HCS Hoechst-high %	MT stabilize HCS cytotoxicity %	Dynein transport	Dynein transport cytoplasmic EGFP	Dynein transport nuclear GR-EGFP	Dynein transport cell count	Myeloid diff MLP	Myeloid diff MLP GFP+ MAC1+ %
CCOC(=O)/C=C/C(=O)Nc1ccccc1C(=O)NC1CCCCC1	-8%	0.38	1408	-3.4	552	1	i	41	8	623	2.7	1.4	7.8	0.14	0.57	-0.24	0.051	i	0.5
CC1CC(C)CN(S(=O)(=O)c2cccc(C(=O)N3C(=O)c4cccc(N)c4C3=O)c2)C1 (stereo not drawn)	15%	0.45	826	-3.7	1186	1.1	i	48	19	798	3.4	2.2	9.2	-0.2	-0.21	-0.098	0.14	i	0.6
O=C(O)c1cccc(NC2=C(Cl)C(=O)c3ccccc3C2=O)c1	-14%	0.39	1461	-0.4	1068	0.9	x	x	0	707	3.3	1.8	11	-0.5	0.44	-0.084	-1.2	+	4.0*
Cc1ccc(S(=O)(=O)N2CC=C(c3ccc(F)cc3)CC2)cc1	21%	0.13	1530	-3.1	1121	1.5	i	4	-1	647	2.6	1.8	2.6	0.67	-0.24	0.74	-0.78	i	0.2
Cc1ccc(/C=C/C(=O)NCc2ccccn2)o1	4%	-0.44	1437	-2.8	561	1.1	i	48	-2	736	2.8	1.8	6.6	0.48	-0.25	-0.13	-0.13	i	0.9
CCOC(=O)c1sc(NC(=O)CSc2n[nH]c(-c3ccc(Cl)cc3Cl)n2)c(C#N)c1C	25%	0.13	1346	-1.2	1392	0	i	27	x	x	2.9	1.9	4.3	0.82	-0.13	-0.61	-0.22	i	0.6
Cc1ccc(SCC(=O)NN2C(=O)c3ccccc3C2=O)cc1	7%	0.46	1396	-0.2	1548	0.9	i	51	-1	702	1.5	1.5	5.4	-0.43	-0.31	-0.12	0.87	i	0.1
CN(/C=C/C(=O)C(F)(F)C(F)(F)F)Cc1ccccc1	10%	0.1	1856	-1.4	1133	1	i	18	-4	682	1.2	1.7	10	0.44	-0.23	-0.36	0.57	i	1.3
O=C(CSc1oc(-c2ccccc2)nc1S(=O)(=O)c1ccc(F)cc1)NCC1CCCO1 (stereo not drawn)	15%	0.63	1281	-0.2	1007	1.1	i	15	2	736	2.2	1.5	9.1	0.78	0.0065	0.84	0.6	i	3.1
